Runt-SMMHC FRET: inhibitors of RUNX1 Runt–CBFb-SMMHC binding, primary screen, biochemical, FRET, Cerulean-Runt, Venus-CBFb-SMMHC, uHTS; Cerulean-Runt/Venus-CBFb-SMMHC FRET ratio 530/480, 1 h; inhibition, % at 20 µM; 0.74% of 220,000 active;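 active = mean inhibition across duplicate retests at 20 µM reaching about 50%, limit read from the data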;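 also: 0% = DMSO wells and 100% = wells with excess untagged CBFb-SMMHC; inhibitors lower the FRET ratio by blocking Runt binding to CBFb-SMMHC; some results filed as inactive read as strong as hits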
Target sequence (Q01196 whole entry, looked up): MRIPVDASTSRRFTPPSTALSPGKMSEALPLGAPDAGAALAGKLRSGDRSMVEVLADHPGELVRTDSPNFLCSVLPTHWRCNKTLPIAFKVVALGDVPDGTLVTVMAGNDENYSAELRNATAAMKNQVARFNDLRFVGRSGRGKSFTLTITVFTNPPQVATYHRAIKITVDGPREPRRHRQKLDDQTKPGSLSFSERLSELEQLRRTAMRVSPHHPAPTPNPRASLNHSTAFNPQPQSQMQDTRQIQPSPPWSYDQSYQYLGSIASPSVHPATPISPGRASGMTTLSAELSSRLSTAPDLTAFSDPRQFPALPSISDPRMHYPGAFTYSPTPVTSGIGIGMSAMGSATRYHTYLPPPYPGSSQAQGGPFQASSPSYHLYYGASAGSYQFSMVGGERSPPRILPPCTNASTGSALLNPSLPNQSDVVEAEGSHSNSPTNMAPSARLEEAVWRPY
Target sequence (Q13951 whole entry, looked up): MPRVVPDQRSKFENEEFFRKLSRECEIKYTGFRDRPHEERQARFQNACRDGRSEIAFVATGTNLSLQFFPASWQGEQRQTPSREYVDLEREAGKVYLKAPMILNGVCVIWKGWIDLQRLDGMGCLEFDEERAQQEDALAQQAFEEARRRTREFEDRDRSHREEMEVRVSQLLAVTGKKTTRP
EP2 mod: EP2 receptor modulators, cAMP readout, primary screen, cell-based, HTRF cAMP, PGE2 stimulation. EP2-expressing cells, cAMP HTRF FRET, PGE2 co-stimulation. Prostaglandin E2 receptor EP2 subtype (Homo sapiens), P43116. 0.83% of 260,000 active. induction, % at 25 µM;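 active = compounds whose cAMP rise, as percent of the full-agonist control response, exceeds 60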;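 also: rat C6 glioma line stably carrying human EP2 under a CMV promoter; the protocol text gives 20 µM as final concentration; 100% = response of wells given 1 µM PGE2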
Target sequence (P43116 whole entry, looked up): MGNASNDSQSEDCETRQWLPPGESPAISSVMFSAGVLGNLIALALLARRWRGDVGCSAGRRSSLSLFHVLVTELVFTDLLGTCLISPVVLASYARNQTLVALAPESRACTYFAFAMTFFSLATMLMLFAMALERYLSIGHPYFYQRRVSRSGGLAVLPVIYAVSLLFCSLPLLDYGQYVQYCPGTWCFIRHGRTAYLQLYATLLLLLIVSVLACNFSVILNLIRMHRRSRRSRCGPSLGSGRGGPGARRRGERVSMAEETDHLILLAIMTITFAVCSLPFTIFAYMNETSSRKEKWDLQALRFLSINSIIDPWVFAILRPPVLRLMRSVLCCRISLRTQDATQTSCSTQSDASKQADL
Hck Nef HTS: inhibitors of Nef-activated human Hck kinase, primary screen, biochemical, Z-Lyte FRET, 384-well, Hck-YEEI. 0.68% of 220,000 active. Recombinant Hck-YEEI plus Nef, Z-Lyte FRET kinase assay. inhibition, % at 20 µM. Tyrosine-protein kinase HCK (Homo sapiens), P08631;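 active = Hck-Nef kinase inhibition above about 50%, limit read from the data; inactive = inhibition below that limit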;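 also: 0% = DMSO with Hck plus Nef and 100% = Hck alone without Nef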
PERK inhibitor: block of dimerizer-induced PERK translation repression, primary screen, PERK inhibitor project, CHO PERK-DD cells, SEAP luminescence, HTS; Eukaryotic translation initiation factor 2-alpha kinase 3 (Homo sapiens), Q9NZJ5; CHO PERK-DD fusion, SEAP luminescence translation reporter; inhibition, % at 5.6 µM; 0.17% of 220,000 active; AID 1416, 2008;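 active = inhibition above the mean inhibition of all tested compounds plus 3 SD, set separately per screening campaign, cut at about 2.9% in these data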;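 also: PERK kinase domain activated by AP20187 dimerizer at 100 nM; 0% = DMSO with dimerizer and 100% = rapamycin at 8.4 µM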
EP2 antag: human EP2 receptor antagonists, primary screen, TR-FRET cAMP, C6 glioma cells | 0.52% of 260,000 active | inhibition, % at 25 µM | Prostaglandin E2 receptor EP2 subtype (Homo sapiens), P43116 | C6 glioma cells expressing human EP2; cells stimulated with saturating PGE2 | AID 1422, 2008;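 active = percent inhibition above 40 after rounding to a whole number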;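 also: rat C6 glioma host cells with rolipram phosphodiesterase inhibitor present; the protocol text gives 20 µM as final concentration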
zVAD death inh: inhibitors of zVAD-triggered necroptosis, primary screen, L929 cells; viability rescue, % at 10 µM; L929 zVAD necroptosis rescue, ATP luminescence, 24 h; with zVAD 60 µM; 0.38% of 220,000 active;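 active = activation, scaled between plate controls, above about 75%, limit read from the data; inactive = activation under that limit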;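 also: 0% = zVAD with DMSO and 100% = DMSO alone without zVAD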
RBBP9 inh: human RBBP9 inhibitors, primary screen, biochemical, fluorescence polarization, FP-Rh probe, HTS; recombinant RBBP9; inhibition, % at 7.94 µM; 0.2% of 220,000 active;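 active = inhibition above the campaign mean of all tested compounds plus 3 SD, cut at about 14% in these data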;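 also: plate controls were DMSO wells with RBBP9 for no effect and wells lacking RBBP9 protein for full effect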
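Measured by: FP readout at 525/598 nm; material: recombinant human RBBP9; also added: Serine-hydrolase probe FP-Rh, 375 nM pre-mixing; medium: Tris buffer pH 8.0, NaCl, Pluronic; replication: one well per compound; doses: one concentration, 7.94 µM nominal, 0.794% DMSO; timing: preincubation 30 min plus labeling 45 min at 25 °C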
TNF death inh: inhibitors of TNF-alpha triggered necroptosis, primary screen, cell-based, Jurkat FADD-/-, single concentration; Jurkat FADD-/- TNF necroptosis rescue, ATP luminescence, 24 h; 0 = TNF only, 100 = no-TNF cells; AID 463075, 2010; activation (protection from cell death), % at 10 µM; 0.068% of 220,000 active;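 active = activation, meaning protection from cell death, of at least 50% relative to plate controls; inactive = activation below 50%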;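 also: necroptosis triggered by 40 ng/mL TNF-alpha added together with compound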
Runt-CBFb FRET: inhibitors of RUNX1 Runt–CBFb binding, primary screen, biochemical, FRET, Cerulean-Runt, Venus-CBFb, uHTS | Runt-related transcription factor 1 (Homo sapiens) + Core-binding factor subunit beta … | AID 1496, 2009 | inhibition, % at 20 µM | Cerulean-Runt/Venus-CBFb FRET ratio 530/480, 1 h | 0.46% of 220,000 active;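 active = inhibition over about 50% at 20 µM in the single-dose screen, limit read from the data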;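 also: 0% = DMSO wells and 100% = excess unlabeled CBFb competitor control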
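test system = Cerulean-Runt domain fusion protein, energy donor | probe or stimulus = Venus-CBFb binding partner, 100 nM | incubation = two 1 h room-temperature incubations shielded from light | detection = fluorescence energy transfer, 422 nm excitation, 530/480 nm emission | measure = loss of energy transfer signal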
* hit, by the source's call; & = joins results of further samples. Some of the compounds tested. The share of hits here may be higher or lower than overall.

Screening CN(CC(=O)Nc1ccc(N2CCOCC2)cc1)CC(=O)Nc1ccccc1C#N returned Runt-SMMHC FRET 4, EP2 mod 20, Hck Nef HTS 0, PERK inhibitor 0.6, EP2 antag 2, zVAD death inh 0.1, RBBP9 inh -4, TNF death inh 1.6 and Runt-CBFb FRET -1.
For CCC(=O)c1ccc(OCc2ccc(C(=O)c3ccccc3)cc2)cc1 the results were Runt-SMMHC FRET -6, EP2 mod -18, Hck Nef HTS -1, PERK inhibitor 1.1, EP2 antag 10, zVAD death inh -0.7, RBBP9 inh -3, TNF death inh -8.0 and Runt-CBFb FRET -3.
O=C(COC(=O)[C@H](Cc1ccccc1)NC(=O)c1cccs1)Nc1ccccc1C(F)(F)F was read as Runt-SMMHC FRET -1, EP2 mod 14, Hck Nef HTS 8, PERK inhibitor 0.5, EP2 antag 5, zVAD death inh 0.3, RBBP9 inh 1, TNF death inh 1.7 and Runt-CBFb FRET -2.
Screening COC(=O)c1cn(CC(=O)Nc2ccc(F)cc2)c2ccccc12 returned Runt-SMMHC FRET 0, EP2 mod -29&-42, Hck Nef HTS 21, PERK inhibitor 0.1, EP2 antag 5&4, zVAD death inh 3.8, RBBP9 inh -5, TNF death inh 2.8 and Runt-CBFb FRET 0.
For CCc1nn2cc(C(=O)c3cc(Cl)ccc3O)cnc2c1-c1ccc(F)cc1 the results were Runt-SMMHC FRET -3, EP2 mod 3, Hck Nef HTS 4, PERK inhibitor 0.8, EP2 antag 6, zVAD death inh 0.1, RBBP9 inh -6, TNF death inh 2.1 and Runt-CBFb FRET 1.
For CC(CCc1ccccc1)NC(=O)c1cc2sccc2n1C (stereo not given) the results were Runt-SMMHC FRET 23, EP2 mod -40, Hck Nef HTS -3, PERK inhibitor 0.6, EP2 antag 9, zVAD death inh 4.4, RBBP9 inh 3, TNF death inh 1.7 and Runt-CBFb FRET -1.
`CC1CC(C)CN(S(=O)(=O)N2CCC(C(=O)NCc3ccco3)CC2)C1` (stereo not given) gave Runt-SMMHC FRET 2, EP2 mod -29, Hck Nef HTS -11, PERK inhibitor 1.4, EP2 antag 8, zVAD death inh 4.7, RBBP9 inh 0, TNF death inh 0.5 and Runt-CBFb FRET -4.
O=C(CCN1C(=O)/C(=C/C=C/c2ccccc2)SC1=S)Nc1nc2ccccc2s1 was read as Runt-SMMHC FRET -31, EP2 mod -18, Hck Nef HTS 8, PERK inhibitor 0.9, EP2 antag 3, zVAD death inh 0.4, RBBP9 inh -5, TNF death inh 0.5 and Runt-CBFb FRET -14.
For Cc1ccc(C(=O)Cn2cnc3ccccc3c2=O)cc1 the results were Runt-SMMHC FRET 2, EP2 mod 20, Hck Nef HTS -8, PERK inhibitor -1.2, EP2 antag 13, zVAD death inh -0.3, RBBP9 inh -3, TNF death inh 8.4 and Runt-CBFb FRET -1.
For Cc1oc(/C=N/NC(=O)CN(c2ccccc2Cl)S(C)(=O)=O)cc1Br the results were Runt-SMMHC FRET 5, EP2 mod -18, Hck Nef HTS 3, PERK inhibitor 1.0, EP2 antag 8, zVAD death inh 1.6, RBBP9 inh -2, TNF death inh 3.4 and Runt-CBFb FRET 0.
Cc1cc(Cl)ccc1NC(=S)N(CCCN1CCOCC1)Cc1cccs1 was read as Runt-SMMHC FRET 14, EP2 mod -10, Hck Nef HTS 0, PERK inhibitor -0.4, EP2 antag 13, zVAD death inh -1.1, RBBP9 inh -2, TNF death inh 1.6 and Runt-CBFb FRET 7.
Screening COC(=O)/C=C1/SC(=NC(=O)c2ccc(F)cc2)NC1=O returned Runt-SMMHC FRET 1, EP2 mod -29, Hck Nef HTS 3, PERK inhibitor 0.4, EP2 antag 18, zVAD death inh 0.2, RBBP9 inh -6, TNF death inh 3.0 and Runt-CBFb FRET 5.

Overlap with the part before: 4 entries, followed by the next part.
For Cc1ccc(C(=O)Cn2cnc3ccccc3c2=O)cc1 the results were Runt-SMMHC FRET 2, EP2 mod 20, Hck Nef HTS -8, PERK inhibitor -1.2, EP2 antag 13, zVAD death inh -0.3, RBBP9 inh -3, TNF death inh 8.4 and Runt-CBFb FRET -1.
For Cc1oc(/C=N/NC(=O)CN(c2ccccc2Cl)S(C)(=O)=O)cc1Br the results were Runt-SMMHC FRET 5, EP2 mod -18, Hck Nef HTS 3, PERK inhibitor 1.0, EP2 antag 8, zVAD death inh 1.6, RBBP9 inh -2, TNF death inh 3.4 and Runt-CBFb FRET 0.
Cc1cc(Cl)ccc1NC(=S)N(CCCN1CCOCC1)Cc1cccs1 was read as Runt-SMMHC FRET 14, EP2 mod -10, Hck Nef HTS 0, PERK inhibitor -0.4, EP2 antag 13, zVAD death inh -1.1, RBBP9 inh -2, TNF death inh 1.6 and Runt-CBFb FRET 7.
Screening COC(=O)/C=C1/SC(=NC(=O)c2ccc(F)cc2)NC1=O returned Runt-SMMHC FRET 1, EP2 mod -29, Hck Nef HTS 3, PERK inhibitor 0.4, EP2 antag 18, zVAD death inh 0.2, RBBP9 inh -6, TNF death inh 3.0 and Runt-CBFb FRET 5.
For COc1cccc(/C=C/C(=O)OCC(=O)NCC2CCCO2)c1 (stereo not given) the results were Runt-SMMHC FRET 0, EP2 mod -17, Hck Nef HTS 5, PERK inhibitor 1.7, EP2 antag 5, zVAD death inh 0.9, RBBP9 inh -6, TNF death inh 2.6 and Runt-CBFb FRET -2.
Screening O=C(Nc1cccc(Cl)c1)c1cc(F)cc2c1OCOC2 returned Runt-SMMHC FRET 0, EP2 mod -21, Hck Nef HTS 6, PERK inhibitor -0.4, EP2 antag 8, zVAD death inh 0.0, RBBP9 inh -8, TNF death inh 2.1 and Runt-CBFb FRET -1.
Screening COc1ccc(C)cc1NC(=O)c1ccc(NS(=O)(=O)c2cccc3cccnc23)cc1 returned Runt-SMMHC FRET 3, EP2 mod -26, Hck Nef HTS -19, PERK inhibitor -2.9, EP2 antag 3, zVAD death inh 0.1, RBBP9 inh -18, TNF death inh -3.0 and Runt-CBFb FRET 0.
`Cc1[nH]c2ccccc2c1Cc1n[nH]c(=S)o1` gave Runt-SMMHC FRET 3, EP2 mod 2, Hck Nef HTS 1, PERK inhibitor 1.0, EP2 antag 12, zVAD death inh -0.3, RBBP9 inh -8, TNF death inh 0.9 and Runt-CBFb FRET 12.
`CCCS(=O)(=O)N1CCC(C(=O)NCc2ccco2)CC1` gave Runt-SMMHC FRET 1, EP2 mod 17, Hck Nef HTS 1, PERK inhibitor 0.7, EP2 antag 14, zVAD death inh -0.1, RBBP9 inh -2, TNF death inh -4.1 and Runt-CBFb FRET -1.
`CC(C)CCNC(=O)COC(=O)c1cc(Br)c(Br)s1` gave Runt-SMMHC FRET 1, EP2 mod -13, Hck Nef HTS 14, PERK inhibitor 1.0, EP2 antag 12, zVAD death inh 2.0, RBBP9 inh -6, TNF death inh -0.6 and Runt-CBFb FRET 0.
Screening CCCCOc1ccc(NC(=O)[C@@H]2CCCN2C(=O)C2CCN(S(=O)(=O)c3ccc(C)cc3)CC2)cc1 returned Runt-SMMHC FRET -2, EP2 mod 10, Hck Nef HTS 1, PERK inhibitor -1.4, EP2 antag 6, RBBP9 inh -10, TNF death inh -4.3 and Runt-CBFb FRET -10.
`COc1ccc(C(=O)Oc2cccc(Nc3ncnc4ccccc34)c2)cc1OC` gave Runt-SMMHC FRET -1, EP2 mod -10, Hck Nef HTS 2, PERK inhibitor -0.6, EP2 antag 9, zVAD death inh 1.8, RBBP9 inh -15, TNF death inh 3.1 and Runt-CBFb FRET -6.
For CN(C(=O)c1cccnc1)c1nnc(-c2cnccn2)s1 the results were Runt-SMMHC FRET 1, EP2 mod -10&-9, Hck Nef HTS 4, PERK inhibitor -1.2, EP2 antag 30&14, zVAD death inh 1.4, RBBP9 inh -8, TNF death inh 0.3 and Runt-CBFb FRET -2.
For O=S(=O)(Nc1ccc(N2CCOCC2)cc1)c1ccc2ccccc2c1 the results were Runt-SMMHC FRET -8, EP2 mod -14, Hck Nef HTS 0, PERK inhibitor -0.6, zVAD death inh -0.6, RBBP9 inh -4, TNF death inh 1.1 and Runt-CBFb FRET 6.
Screening COc1ccccc1/C=N/NC(=O)C(=O)N1CCN(c2ccccc2OC)CC1 returned Runt-SMMHC FRET 0, EP2 mod 35, Hck Nef HTS 5, PERK inhibitor 0.7, EP2 antag 8, zVAD death inh -0.2, RBBP9 inh 2, TNF death inh 1.3 and Runt-CBFb FRET -1.
Cc1ccc(NC(=O)COC(=O)CN2C(=O)C3CCCCC3C2=O)cc1S(=O)(=O)N1CCOCC1 (stereo not given) was read as Runt-SMMHC FRET -43, EP2 mod 0, Hck Nef HTS 2, PERK inhibitor -0.5, EP2 antag 2, zVAD death inh 0.3, RBBP9 inh -2, TNF death inh 0.8 and Runt-CBFb FRET -2.
`FCCCOc1ccc(-c2nccc(-c3ccc(Br)cc3)n2)cc1` gave Runt-SMMHC FRET -1, EP2 mod 24, Hck Nef HTS -1, PERK inhibitor 0.1, EP2 antag 6, zVAD death inh 0.2, RBBP9 inh -4, TNF death inh -5.5 and Runt-CBFb FRET -1.
`COCCCNC(=O)C12CCC(C)(C(=O)C1)C2(C)C` (stereo not given) gave Runt-SMMHC FRET 2, EP2 mod 12, Hck Nef HTS -2, PERK inhibitor 0.5, EP2 antag 22, zVAD death inh 0.1, RBBP9 inh -10, TNF death inh -0.6 and Runt-CBFb FRET 0.
For COc1c(OC(C)=O)ccc(/C=C/c2ccc3cccc(OCc4ccccc4)c3n2)c1[N+](=O)[O-] the results were Runt-SMMHC FRET -3, EP2 mod 8, Hck Nef HTS 1, PERK inhibitor -0.1, EP2 antag 4, zVAD death inh 6.7, RBBP9 inh -11, TNF death inh 4.4 and Runt-CBFb FRET 0.
Screening O=C(CSc1nc(-c2ccccc2)cs1)NCCN1C(=O)CSC1=O returned Runt-SMMHC FRET 1, EP2 mod -11, Hck Nef HTS -23, PERK inhibitor 1.4, EP2 antag 4, zVAD death inh 0.3, RBBP9 inh -6, TNF death inh 0.0 and Runt-CBFb FRET 0.
